Cdc25B block: inhibitors of Cdc25B phosphatase catalytic domain, primary screen, biochemical, OMFP fluorescence | AID 368, 2006 | recombinant Cdc25B, OMFP fluorescence Ex485/Em525 | M-phase inducer phosphatase 2 (Homo sapiens), P30305 | inhibition, %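 (compounds tested at 10 µM final in the well)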 | 65,000 compounds, 0.1% hits; in the data active = inhibition above about 50%
FXIa mix inh: FXIa protease inhibitors in compound pools, primary screen, biochemical, 10-compound mixtures; Coagulation factor XI (Homo sapiens), P03951; purified FXIa, fluorogenic substrate, pooled mixtures; inhibition, % at 5 µM; 62,000 compounds, 0.19% hits; AID 680, 2007;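 also: each value is inhibition by a whole ten-compound pool holding the compound; 0% = enzyme with no mixture and 100% = wells lacking enzyme; strong numbers were not always called active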
Target sequence (P03951 19-387 limits assumed): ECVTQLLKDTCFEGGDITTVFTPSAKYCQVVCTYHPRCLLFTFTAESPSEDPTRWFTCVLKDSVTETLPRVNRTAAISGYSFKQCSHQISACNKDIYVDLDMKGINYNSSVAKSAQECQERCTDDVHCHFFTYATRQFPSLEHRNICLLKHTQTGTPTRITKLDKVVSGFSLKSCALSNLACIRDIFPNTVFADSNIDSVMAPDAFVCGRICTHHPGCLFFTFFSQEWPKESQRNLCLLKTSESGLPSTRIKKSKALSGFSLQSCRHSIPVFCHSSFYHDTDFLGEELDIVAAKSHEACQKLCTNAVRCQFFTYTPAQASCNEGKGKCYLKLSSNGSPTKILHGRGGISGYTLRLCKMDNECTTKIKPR
Target sequence (P03951 388-625 limits assumed): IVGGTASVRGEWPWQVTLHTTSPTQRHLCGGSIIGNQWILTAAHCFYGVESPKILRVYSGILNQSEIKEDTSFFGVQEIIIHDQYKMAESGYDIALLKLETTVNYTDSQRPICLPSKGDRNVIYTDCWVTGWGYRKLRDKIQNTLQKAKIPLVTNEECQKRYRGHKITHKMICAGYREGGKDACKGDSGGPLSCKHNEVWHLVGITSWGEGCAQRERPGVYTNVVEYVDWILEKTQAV
HTR1A agonist: human 5-HT1a receptor agonists, primary screen, cell-based, CHO, Ga15 NFAT-bla reporter; 5-hydroxytryptamine receptor 1A (Homo sapiens), P08908; CHO 5-HT1a Ga15 NFAT-bla reporter, FRET ratio; 0% basal, 100% maximal reference agonist; activation, % at 10 µM; 65,000 compounds, 0.56% hits;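 active = activation above the screen-wide mean activation plus 3 SD, cut at about 19% in these data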;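 also: 0% = DMSO wells and 100% = 5-CT at EC100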
Target sequence (P08908 whole entry, looked up): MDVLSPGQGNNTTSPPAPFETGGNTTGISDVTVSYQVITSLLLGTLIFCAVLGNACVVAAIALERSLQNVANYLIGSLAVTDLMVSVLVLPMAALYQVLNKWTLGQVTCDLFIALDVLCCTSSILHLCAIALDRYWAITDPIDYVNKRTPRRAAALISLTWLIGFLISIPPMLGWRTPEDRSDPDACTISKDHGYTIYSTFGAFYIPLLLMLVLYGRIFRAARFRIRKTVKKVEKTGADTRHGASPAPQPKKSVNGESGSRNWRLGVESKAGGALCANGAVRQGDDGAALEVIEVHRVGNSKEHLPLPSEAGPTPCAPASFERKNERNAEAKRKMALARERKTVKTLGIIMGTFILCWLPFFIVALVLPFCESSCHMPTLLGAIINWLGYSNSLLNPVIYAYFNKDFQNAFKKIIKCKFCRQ
C1s block: complement C1s protease inhibitors, primary screen, biochemical, 10-compound mixtures | purified C1s, fluorogenic AMC substrate, pooled mixtures | mean inhibition % of two 10-compound mixtures (stronger effect = higher value), % at 5 µM (by protocol) | AID 538, 2006 | 62,000 compounds, 0.16% hits | Complement C1s subcomponent (Homo sapiens), P09871;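 active = inhibition above 20% in each of the two 10-compound mixture wells holding the compound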;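 also: 0% = enzyme wells lacking compound mixture and 100% = no-enzyme blank wells; some compounds called inactive have numbers as strong as hits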
CatL block: inhibitors of human cathepsin L, biochemical | AID 460, 2006 | inhibition, %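 (tested at 10 µM)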 | Procathepsin L (Homo sapiens), P07711 | 58,000 compounds, 0.17% hits | purified cathepsin L, fluorogenic substrate, fluorescence; in the data active = inhibition above about 45%;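 also: 0% = enzyme with no compound and 100% = no enzyme blank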
Hsp90 inh: tumor Hsp90 inhibitors, primary screen, cell lysate, fluorescence polarization, NCI-N417 lysate | Cy3B-geldanamycin FP displacement | inhibition, % at 30 µM | 64,000 compounds, 0.35% hits;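 active = inhibition above 50%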;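 also: 0% = tracer plus lysate wells and 100% = tracer alone without lysate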
CatG inh: human cathepsin G inhibitors, primary screen, biochemical, pooled compound mixtures, AMC fluorescence; inhibition, % at 5 µM (by protocol); 62,000 compounds, 0.2% hits; purified enzyme, AMC-tetrapeptide fluorescence; AID 581, 2007; P08311;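 active = inhibition above 20% in each of the two mixture wells holding the compound; inactive = inhibition of 20% or less in either well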;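 also: 0% = enzyme control without mixture and 100% = blank lacking enzyme; strong numbers were not always called active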
DUSP1 inh: MKP-1 phosphatase inhibitors, primary screen, biochemical, in vitro | Dual specificity protein phosphatase 1 (Homo sapiens), P28562 | recombinant MKP-1, OMFP hydrolysis fluorescence | inhibition, %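 (compounds tested at a single concentration somewhere between 10 and 100 µM)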 | 65,000 compounds, 0.15% hits | AID 374, 2006;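 active = inhibition above about 50%, limit read from the data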;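 also: 0% = DMSO max control wells and 100% = wells with enzyme stopped by NaOH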
FXIIa mix inh: human factor XIIa inhibitors, primary screen, biochemical, pooled compound mixtures, fluorogenic substrate | inhibition, % at 5 µM | Coagulation factor XII (Homo sapiens), P00748 | AID 684, 2007 | 62,000 compounds, 0.2% hits | purified FXIIa;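 also: 0% = enzyme without compound and 100% = no enzyme blank; some results filed as inactive read as strong as hits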
Starred values were filed as active, the others as inactive; . = not tested or not shown. Rule as the data show it, unless noted: active = inhibition above about 20% (passing the limit was not always enough); inactive = the rest. Compounds as they come, and some 1.6% of all compounds hit somewhere here.

SMILES	Cdc25B block	FXIa mix inh	HTR1A agonist	C1s block	CatL block	Hsp90 inh	CatG inh	DUSP1 inh	FXIIa mix inh
c1cn(C23CC4CC(CC(C4)C2)C3)cn1	-1	3	-6.5	-13	-7	-3	10	-12	3
CCOC(=O)/C(C#N)=C1/C=Cc2ccccc2N1CC	-5	2	-1.0	-7	-3	-2	3	7	-2
CC1CCCN(C(=O)C2CCN(S(=O)(=O)c3cccc4cccnc34)CC2)C1 (configuration not stated)	-3	2	-1.8	-8	4	0	0	10	-11
CCOC(=O)N1CCC(NC(=O)C(CC(C)C)NC(=O)C2CCCCC2)CC1 (configuration not stated)	-1	4	-0.6	2	-6	.	1	13	1
COc1ccc(CCN2C(=O)CC(N3CCN(c4ccccn4)CC3)C2=O)cc1OC (configuration not stated)	5	6	-3.0	3	-12	2	8	12	39
CCCNC(=O)c1cc(S(=O)(=O)N2CCc3ccccc32)ccc1F	2	9	-1.6	11	-7	-2	9	12	6
CCC(c1nnnn1CS(=O)(=O)c1ccc(C)cc1)N1CCN(c2nc3ccccc3s2)CC1 (configuration not stated)	-7	0	3.5	-12	11	2	7	-12	-16
CCOc1ccc(N(CC(=O)Nc2ccc3c(c2)OCCO3)S(=O)(=O)c2c(C)noc2C)cc1	-2	5	-1.9	-3	.	-4	10	8	1
Cc1cc(N2C(=O)CC(N3CCN(C(c4ccccc4)c4ccccc4)CC3)C2=O)no1 (configuration not stated)	-11	9	3.0	17	3	0	10	26	7
COCCN(Cc1cc2cc3c(cc2[nH]c1=O)OCO3)C(=O)c1cccs1	-11	7	0.4	-3	1	-2	9	-8	4
CCC1CCC2(CC1)NC(CO)(CO)CO2 (configuration not stated)	2	2	-0.3	-32	-4	-3	-8	21	-12
O=C(c1cc(-c2ccc(Cl)c(Cl)c2)on1)N1CCCC1	-4	5	1.4	-2	.	-1	-2	19	6
Cc1ccc(/C=N/n2c(C)nnc2C)s1	7	7	-1.0	15	-3	-4	11	2	4
CCc1cc2c(NCCC(=O)O)ncnc2s1	-13	4	-0.3	10	2	-5	6	5	6
Cc1ccc2cccc(OCC(=O)NCc3ccco3)c2n1	-6	8	0.2	-1	6	-1	-3	10	-14
Cn1c(SCc2ccccc2)nnc1-c1ccc2c(c1)OCO2	-2	-1	-0.1	-16	.	0	-4	7	10
CCc1nc(SCc2cccnc2)c2c(=O)n(C)c(=O)n(C)c2n1	-1	11	2.5	-27	.	-2	6	-1	-7
CCOc1ccc2nc(SC(C)C(N)=O)[nH]c2c1 (configuration not stated)	0	3	-0.9	9	-2	-4	9	2	7
COc1cc(C2/C(=C(/O)c3ccc(OCC(C)C)cc3)C(=O)C(=O)N2CCN(C)C)ccc1O (configuration not stated)	1	15	-1.7	0	1	-1	9	30	8
O=C(Nc1ccc(N2CCCCC2)c(Cl)c1)c1cccnc1	-9	-2	-1.5	5	16	-12	1	14	1
COC(=O)c1ccc(C2c3c(oc4ccc(F)cc4c3=O)C(=O)N2CCO)cc1 (configuration not stated)	8	5	-5.3	-2	5	-1	-5	15	3
CCNc1ccc2c(Cl)cc(=O)oc2c1	-11	-3	4.6	-17	-16	-1	6	-2	4
CC(=O)N1CC2(CC(=O)OC(C)C)CN(C(C)=O)CC(CC(=O)OC(C)C)(C1)C2=O	7	0	-0.4	-20	-4	-6	-5	25	7
O=C(c1ccco1)N1CCN(C(c2ccccc2F)c2nnnn2CC2CCCO2)CC1 (configuration not stated)	-8	1	-5.8	3	17	-1	1	0	5
O=C(CSc1nnc(-c2ccccc2O)o1)Oc1ccc(OCc2ccccc2)cc1	-4	3	-1.9	9	6	-1	10	-11	1
(more compounds)
SMILES	Cdc25B block	FXIa mix inh	HTR1A agonist	C1s block	CatL block	Hsp90 inh	CatG inh	DUSP1 inh	FXIIa mix inh
Cc1cc(N2CCOCC2)nc(SCC(=O)c2ccccc2)n1	-11	9	1.9	12	1	.	8	3	3
Cc1oc(-c2ccccc2)nc1CS(=O)CC(=O)N1CCc2ccccc2C1 (configuration not stated)	-6	3	-1.3	13	.	-4	9	9	7
CCOc1ncccc1C(=O)Nc1cccc(C(=O)Nc2cccc(S(=O)(=O)CCO)c2)c1	-13	-3	-1.8	-10	10	-4	2	6	7
Cc1ccc2nc(SCC(=O)NCc3ccco3)c(C#N)cc2c1	6	10	-2.1	-2	8	-8	-2	17	9
CC(=O)Nc1ccc(S(=O)(=O)N2CCSC2c2ccc(C)cc2)cc1 (configuration not stated)	0	9	2.0	8	7	-1	11	26	3
COC(=O)c1[nH]c2cccc(C)c2c1NC(=O)CN1CCN(c2ccccc2OC)CC1	4	0	-1.8	4	1	9	9	25	3
CCCN1C(=O)/C(=C2\SC(N3CCCCC3)=NC2=O)c2ccccc21	4	8	0.6	-2	10	-5	2	20	2
CC(C)CCNC(=O)c1cccc(Cl)c1	-2	-13	-0.3	0	18	-2	8	2	0
CC(CCc1ccc(O)cc1)N(C)CCc1ccccc1 (configuration not stated)	-2	4	-1.2	-27	.	-2	-5	-6	12
CCOC(=O)N1CCN(C(=O)CC(C(=O)N2CCc3ccccc32)n2ccnc2)CC1 (configuration not stated)	-4	4	0.3	-1	-6	-1	-2	7	6
CCCC(=O)Nc1cc(C)c(NC(=O)C23CC4CC(CC(C4)C2)C3)cn1	-5	6	0.2	-3	21	4	2	12	3
COC(=O)Cc1cc(=O)n(-c2nc3ccccc3s2)[nH]1	-14	2	-2.1	2	6	-14	0	-6	1
COc1ccc(NC(=O)CC2C(=O)N(c3ccc(OC)cc3)C(=O)N2CCN2CCN(C)CC2)cc1 (configuration not stated)	-8	4	-0.7	5	6	-4	4	2	13
COc1ccc(NC(=O)Cn2nnc(C(=O)NCc3ccccc3OC)c2N)cc1Cl	-7	6	0.4	2	-9	3	-2	7	18
CC1(C)c2ccccc2N2CCC(=O)NC21/C=C/c1ccco1 (configuration not stated)	-5	3	-3.3	-10	10	-10	3	-2	2
O=C(Nc1cccnc1)c1cccnc1	6	.	1.4	.	-1	-3	.	-22	.
C=CCOC(=O)CCC(=O)Nc1cc(OC)nc(OC)n1	1	3	-0.7	-6	8	-3	5	-6	3
O=c1[nH]c2cc3c(cc2cc1CN(Cc1nnnn1CC1CCCO1)C1CCCC1)OCO3 (configuration not stated)	-9	-1	-0.3	-12	-66	6	1	0	3
CCCC(=O)C1=C(O)C(C(=O)OC)C(C)(C)CC1=N (configuration not stated)	0	-1	-2.4	-3	7	-4	11	1	-4
O=S(=O)(c1ccc2nc(-c3ccco3)c(-c3ccco3)nc2c1)N1CCOCC1	0	2	0.7	2	9	-4	9	37	6
CCn1c(Cc2ccccc2)nnc1SCC(=O)Nc1nnc(-c2ccccc2)s1	2	-5	-1.1	-26	.	-2	6	-1	-3
COc1ccc(-c2[nH]nc3c2C(c2ccc(OC(=O)N4CCOCC4)cc2)C(C#N)=C(N)O3)cc1 (configuration not stated)	-5	7	-0.3	-36	-2	-1	-6	35	11
CCC(C)NC(=O)CSC1=Nc2ccccc2C2=NC(CC(=O)NCc3ccccc3)C(=O)N12 (configuration not stated)	-11	-8	-1.5	-48	-1	-3	3	7	-10
COc1cc2oc(=O)c(Br)c(C)c2c(OC)c1OC	-7	5	1.3	-29	0	-1	-2	3	1
O=C(NC1CCCCC1)NC1(C(=O)NCCCN2CCOCC2)CCCCC1	-14	-2	0.2	1	20	0	9	3	-2

An excerpt from above with just Hsp90 inh.
Molecule | Hsp90 inh
CCCN1C(=O)/C(=C2\SC(N3CCCCC3)=NC2=O)c2ccccc21 | -5
CC(C)CCNC(=O)c1cccc(Cl)c1 | -2
CC(CCc1ccc(O)cc1)N(C)CCc1ccccc1 (configuration not stated) | -2

(more compounds)
SMILES	Cdc25B block	FXIa mix inh	HTR1A agonist	C1s block	CatL block	Hsp90 inh	CatG inh	DUSP1 inh	FXIIa mix inh
COc1ccccc1N1CC(O)=C(c2nc3ccccc3s2)C1=N	-11	6	-4.0	5	-4	-4	0	6	-14
N#Cc1c(N)n(CCCN2CCOCC2)c2nc3ccccc3nc12	-1	3	5.8	-92	-63	-10	-13	14	8
Cc1cc(C)nc(SCc2ccc3nonc3c2)n1	-13	13	0.6	7	5	-4	3	2	7
COc1ccc(C(=O)SC2=NCCS2)cc1OC	-6	16	-2.4	24*	.	2	13	7	4
CC1CC(=O)C2=C(C1)Nc1ccccc1N(C(=O)COc1ccccc1)C2c1ccco1 (configuration not stated)	1	6	1.0	16	15	-1	12	11	0
O=c1[nH]c(CN2CCN(Cc3ccc4c(c3)OCO4)CC2)nc2sc3c(c12)CCC3	3	-1	-1.2	2	-4	-4	11	-6	12
COCc1nnc(NC(=O)CCCOc2ccccc2OC)s1	-7	.	-4.9	.	.	0	.	8	.
COc1ccc(C2/C(=C(/O)c3ccc(F)cc3)C(=O)C(=O)N2CCCN(C)C)cc1 (configuration not stated)	-7	-4	.	-2	11	.	-1	7	2
Cn1c(SCC(=O)NCc2cccs2)nnc1-c1ccco1	-3	5	-1.8	11	22	-6	9	-6	1
Cc1cc(Nc2ccc3c(c2)OCCO3)n2ncnc2n1	-1	2	-2.0	13	13	0	10	1	-21
O=C(Nc1nc(-c2ccccc2)cs1)C1CCCO1 (configuration not stated)	-2	-8	-0.9	-23	5	-5	-8	-3	13
COc1cc(C2NC(=O)NC(c3ccccc3)=C2C(C)=O)ccc1OCC(=O)O (configuration not stated)	-9	1	-1.0	-11	.	2	-9	-3	6
O=C(c1ccco1)N1CCN(C(=O)C2c3ccccc3Oc3ccccc32)CC1	-1	-12	0.0	-73	8	-2	-21	3	3
CCN1C(=O)NC(c2cccnc2)C(C(=O)OC)=C1C (configuration not stated)	8	10	-3.0	14	12	-3	8	7	-3
CCCCCCn1c(SCC(=O)OC)nc2c1c(=O)[nH]c(=O)n2C	-6	10	-0.7	1	-5	-4	3	-5	3
CCn1cc(C(=O)OCC(=O)NCc2ccc3c(c2)OCO3)c(=O)c2ccc(C)nc21	2	5	-1.0	5	5	-4	10	18	1
O=C(CN1CCN(c2ccc(F)cc2)CC1)Nc1cc(C(F)(F)F)ccc1Cl	4	10	-0.8	16	4	-3	11	33	8
COc1cccc(Nc2nc(-c3sc(N)nc3C)cs2)c1	6	3	-0.2	12	10	-6	8	25	8
Cc1ccc(-c2nc3ncccc3o2)cc1NC(=O)c1cc2ccccc2o1	1	10	-1.3	-29	.	1	-1	22	-4
Cc1nnc(SCCn2c(N3CCCCCC3)nc3c2c(=O)[nH]c(=O)n3C)s1	0	4	-1.1	1	.	-6	0	-3	2
Cc1ccc(CN2C(=O)CCC2C(=O)NCCN2CCN(c3cccc(Cl)c3)CC2)cc1 (configuration not stated)	-8	-1	5.4	50	22	2	-1	9	3
COc1ccccc1Nc1ncc(C(C)=O)c(C)n1	-18	9	-2.3	1	-2	11	-1	-20	0
CCOC(=O)c1ccc(CNS(=O)(=O)c2c(C)ccc3nsnc23)o1	-10	-4	-3.9	-17	11	-11	-5	-3	0
Cc1ccc(C(=O)CCNc2cccc(Br)c2)o1	-1	7	-1.0	-46	-6	2	-3	-9	3
CCN1CCN(C(=O)c2ccc3c(c2)N(Cc2ccc(F)cc2)C(=O)c2ccccc2S3=O)CC1 (configuration not stated)	-7	8	-2.5	10	.	0	8	8	1
